From PubChem BioAssay
Rin1-Abl PPI inh – blocks binding of human Rin1 to Abl. TR-FRET Rin1/Abl binding, biochemical. inhibition, % at 7.35 µM. 360,000 tested, 0.4% active. AID 588664; in the data active means inhibition above about 5%, passing the limit was not always enough
MLLE-PAM2 inh – inhibitors of microRNA-mediated deadenylation, human PABP1 MLLE binding; 360,000 tested, 0.36% active; GST-MLLE / FITC-PAM2 fluorescence polarization; inhibition, % at 20 µM; AID 588489; in the data active means inhibition above about 35%, passing the limit was not always enough;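 further: plate controls were DMSO wells with GST-MLLE for no effect and wells lacking GST-MLLE protein for full effect; some results filed as inactive read as strong as hits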
NadD inh – blocks S. aureus nicotinate mononucleotide adenylyltransferase; AID 602399; purified NadD enzyme, colorimetric absorbance read-out; inhibition, % at 20 µM; 360,000 tested, 0.78% active; in the data active means inhibition above about 26%; further: some compounds past the cut are filed as inactive
SKN-1 inh – C. elegans SKN-1 inhibition | C. elegans VP596 Pgst-4::GFP/RFP ratio, acrylamide-induced, 24 h | inhibition, % at 21.8 µM | 360,000 tested, 0.49% active | AID 624304;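 active means interference check ratio from 0.5 to 1.5 plus GFP to RFP signal ratio inhibition reaching or exceeding a fixed threshold, cut at about 30% in these data, passing the limit was not always enough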; further: some compounds called inactive have numbers as strong as hits
Neddyl block – cullin neddylation inhibition; P61081+Q13564; TR-FRET cullin neddylation, biochemical; calls only at 25 µM; 360,000 tested, 0.58% active; AID 651699; in the data active means inhibition above about 36%
MT1-MMP act inh – MT1-MMP (human) activation inhibition; P50281; 360,000 tested, 0.061% active; GFP/RFP ratio change, % at 20 µM; HT1080 RFP-PRO-GFP cells, GFP/RFP ratio fluorescence, overnight; percent of plate control window, DMSO zero;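 active means GFP/RFP ratio change of at least 30% with cell ATP level not reduced by more than half and red fluorescence within 50% of control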; further: strong numbers were not always called active
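Assay system: HT1080 cells carrying an RFP-PRO-GFP reporter | Dosing: Single dose of 20 µM compound, 1% DMSO final | Incubation: Cells overnight before dosing, compound overnight, 37 °C, 5% CO2 | Evaluation: GFP/RFP fluorescence ratio | Control set: DMSO and RFP-L50D-GFP cell wells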
Rpn11 inh – inhibitors of human proteasome Rpn11. O00487. human 26S proteasome, Ub4-pepOG fluorescence polarization; 20S core pre-blocked with epoxomicin. calls only at 20 µM. 360,000 tested, 0.59% active;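 active means inhibition at 20 µM, scaled to each plate's controls, above about 33%, limit read from the data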
CSN deneddyl inh – blocks human CSN-mediated cullin deneddylation | Purified CSN, SCF-Nedd8-OG deneddylation, fluorescence polarization | inhibition, % at 12.5 µM | 360,000 tested, 0.38% active | AID 651999;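 active means pattern-corrected inhibition above about 35%, with an unprinted fluorescence ratio check between 0.5 and 1.5, limit read from the data, passing the limit was not always enough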;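 further: 0% = enzyme with substrate and 100% = substrate without enzyme; some results filed as inactive read as strong as hits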
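Material: human Csn5 produced in HEK293T cells; Input: enzyme 0.24 nM; Reagent: SCFSkp2-Nedd8OG substrate at 10 nM final; Dosing: 12.5 µM compound; Incubation: 90 min reaction at room temperature; Detection: fluorescence polarization of the substrate; Evaluation: % inhibition of substrate cleavage by Csn5; Control set: substrate-only high control, full reaction low control.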
FAS TE block – inhibitors of human fatty acid synthase thioesterase domain. recombinant FAS-TE, OMFH fluorogenic substrate, fluorescence endpoint. inhibition, % at 15 µM. 360,000 tested, 0.67% active. AID 602261;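 active means compounds whose normalised, plate-corrected inhibition of enzyme fluorescence in the single-dose primary screen is 50% or more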;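 further: 0% = DMSO with enzyme and 100% = substrate without enzyme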
Starred values were filed as active, the others as inactive; i = inactive.

Values run as follows: Rin1-Abl PPI inh | MLLE-PAM2 inh | NadD inh | SKN-1 inh | Neddyl block | MT1-MMP act inh | Rpn11 inh | CSN deneddyl inh | FAS TE block
Cc1ccc(S(=O)(=O)N2[C@@H](c3ccc(Br)cc3)C(C(=O)O)=CC[C@H]2c2ccc(C(C)C)cc2)cc1
    2 | 8 | 23 | -6 | i | 2 | i | 17 | 25
Cc1ccc(S(=O)(=O)Nc2ccc3c(c2)CC(=O)N([C@H](C)CO)C[C@H](C)[C@H](CN(C)Cc2ccc4c(c2)OCO4)O3)cc1
    0 | -4 | -3 | -6 | i | 0 | i | 0 | 8
Cc1c(Cl)c([N+](=O)[O-])nn1CCCC(=O)Nc1ccc(Cl)cc1Cl
    2 | 19 | -2 | 0 | i | 5 | i | 2 | 44
COc1ccc(Br)cc1CN(C)CC(=O)Nc1cccc(S(=O)(=O)N2CCCC2)c1
    1 | 1 | 0 | -2 | i | 2 | i | -3 | 20
O=c1[nH]ncc(NCCCO)c1Cl
    3 | -4 | -4 | 7 | i | -8 | i | 0 | -8
CCOC(=O)c1cc2c(n(-c3ccc(C)cc3)c1=O)CCCC2=O
    0 | 0 | 0 | 7 | i | -8 | i | -5 | -8
Cc1[nH]c2ccc(C(=O)NCc3ccccn3)cc2c1C
    4 | 4 | -2 | 26 | i | -2 | i | 2 | -7
CCOc1ccc(C2/C(=C(/O)c3ccc4c(c3)CC(C)O4)C(=O)C(=O)N2CCCn2ccnc2)cc1OCC (configuration not stated)
    -2 | 8 | 10 | 5 | i | 0 | i | -4 | -7
CCc1nnc(NS(=O)(=O)c2ccc(N/C=C\C(=O)c3ccc4ccccc4c3)cc2)s1
    -4 | 3 | 30* | 17 | i | 7 | i | 9 | 12
CC(Oc1ccccc1)C(=O)N=Nc1c(O)[nH]c2ccc([N+](=O)[O-])cc12 (configuration not stated)
    0 | 3 | 6 | 4 | i | -2 | i | -6 | 2
Cc1cc2ncc(-c3ncc(C(F)(F)F)cc3Cl)cn2n1
    -4 | 0 | -1 | 19 | i | 0 | i | 4 | -1
O=C(C1COc2ccccc2O1)N1CCN(c2nc3ccc([N+](=O)[O-])cc3s2)CC1 (configuration not stated)
    5 | -10 | 12 | -2 | i | 3 | i | -1 | 22
Cc1nc2ccc(C(=O)OCc3ccccc3Br)cc2nc1C
    -1 | -5 | -12 | 0 | i | 1 | i | -2 | 21
O=C1CN(C(=O)COC(=O)CNC(=O)c2ccccc2)c2ccccc2N1
    3 | 1 | -4 | 5 | i | 2 | i | -1 | -7
CSCCC(C)N1CCC(Oc2ccc(C(=O)N3CCCC3)cc2)CC1 (configuration not stated)
    -2 | 3 | -2 | 12 | i | -1 | i | -3 | -4
Nc1ccc(S(=O)(=O)NC2(C(F)(F)F)NC(=O)N(Cc3ccccc3)C2=O)cc1 (configuration not stated)
    0 | 11 | 0 | -1 | i | -1 | i | 4 | -2
COc1ccc(C=O)cc1COc1ccc(C)cc1[N+](=O)[O-]
    -5 | 4 | -5 | 0 | i | 5 | i | -3 | 15
O=C(CSc1nc2ccccc2nc1N1CCCC1)Nc1ccc(Cl)cc1
    -1 | 8 | 6 | 3 | i | -3 | i | -5 | 19
O=C(COC(=O)c1cc(S(=O)(=O)Nc2ccccc2Cl)ccc1O)Nc1nc2ccccc2s1
    -4 | -3 | 10 | 7 | i | 6 | i | 1 | 26
COc1ccc(-c2noc(CSc3nnc(Cc4ccccc4)n3-c3ccc(Cl)cc3)n2)cc1
    -1 | -4 | 1 | -7 | i | -2 | i | 2 | 30
COc1ccc(Oc2nnc(C)c3ccccc23)cc1
    -2 | -3 | 4 | -2 | i | -1 | i | -5 | 0
CCOC(=O)c1cccc(NC(=O)CSc2nc(N)cc(N)n2)c1
    0 | 4 | -2 | 22 | i | 1 | i | -1 | -3
CSc1cccc(NC(=O)C2CCCN(S(=O)(=O)c3ccc(F)cc3)C2)c1 (configuration not stated)
    0 | 4 | -4 | 12 | i | -11 | i | 5 | 20
CN(C)C(=O)c1ccc(OCC(F)(F)F)nc1
    1 | 0 | 6 | -15 | i | 2 | i | -1 | -4
Cc1cccc(-c2ncc(CN3CCN(CCC(C)C)C(CCO)C3)cn2)c1 (configuration not stated)
    1 | 11 | -2 | 9 | i | 5 | i | -9 | 0
Cc1nc(SCC(N)=O)c(C#N)c(C)c1C
    1 | -3 | -5 | 3 | i | 1 | i | 0 | 1
Cc1ccc(NC(=O)COc2cccnc2[N+](=O)[O-])cc1S(=O)(=O)N1CCOCC1
    -1 | 7 | 1 | 9 | i | 1 | i | 7 | -3
COc1ccc(CN2CCN(C3CCOCC3)CC2CCO)c(C)c1C (configuration not stated)
    -1 | -3 | -2 | 10 | i | 0 | i | 6 | -3
CN(CC(=O)Nc1ccccc1F)Cc1cccs1
    1 | 0 | -9 | -4 | i | -3 | i | 3 | 2
COc1ccccc1C(=O)NCC(=O)NCCC(c1ccccc1)c1ccccc1
    -2 | -58 | -5 | -5 | i | 1 | i | 3 | 6
COCCNC(=O)C(c1cccnc1)N(Cc1ccccc1)C(=O)Cn1nnc2ccccc21 (configuration not stated)
    2 | 4 | 0 | 4 | i | -2 | i | 2 | -2
Cc1ccsc1C(=O)N/N=C/c1ccc([N+](=O)[O-])cc1
    -2 | -13 | 0 | 4 | i | -4 | i | -5 | -5
O=C(c1cc(COc2c(F)cccc2F)on1)N1CCSCC1
    -4 | 4 | -5 | -3 | i | -4 | i | 5 | -4
FC(F)(F)c1cccc(NC(=S)NCc2ccc(Cl)cc2)c1
    4 | 13 | -8 | -1 | i | 0 | i | 2 | 34
CCOC(=O)c1c(NC(=O)CSc2nnc(-c3cccnc3)o2)sc2c1CCC2
    -3 | -8 | -2 | -12 | i | 0 | i | 1 | 3
COc1ccc(OC/C(O)=C(\C#N)c2nc3ccccc3[nH]2)cc1
    -2 | -5 | -1 | -22 | i | 1 | i | 5 | -12
Cc1cc(C)n2nc(C(=O)OCC(=O)Nc3ccc(F)cc3F)nc2n1
    0 | -7 | -7 | 5 | i | -4 | i | 4 | -5
O=C(N/N=C\c1cc(Br)c(Br)o1)C1COc2ccccc2O1 (configuration not stated)
    -1 | -17 | -1 | -23 | i | -2 | i | 5 | 12
O=S(=O)(c1ccc(Cl)cc1)N1CCCN(c2ccc(C(F)(F)F)cn2)CC1
    2 | 0 | -7 | 14 | i | 6 | i | -6 | 39
CCOC(=O)c1nc(N)c(=O)n(-c2ccccc2)n1
    2 | 4 | -3 | 11 | i | 3 | i | 0 | -2
CCOC(=O)c1c(NC(=O)CN2CCCCC2)sc2c1CCC(C=O)=C2Cl
    0 | -16 | 12 | -12 | i | -4 | i | 13 | 7
COc1cc(C(=O)Nc2ccccc2N2CCOCC2)ccc1OCc1c(C)noc1C
    4 | 12 | 2 | 1 | i | 8 | i | -1 | 2
Oc1cccc(C2c3[nH]c4ccccc4c3CCN2Cc2ccc3c(c2)CCO3)c1 (configuration not stated)
    6 | -9 | 14 | 5 | i | -4 | i | 3 | 14
COc1cccc(C(O)c2ncc(-c3cccc(F)c3)[nH]2)c1 (configuration not stated)
    -3 | -11 | -7 | 9 | i | 7 | i | -4 | -2
Nn1cnnc1SCC(=O)N1CCc2ccccc2C1
    0 | -14 | -1 | -11 | i | -3 | i | 1 | -8

Another view of some results above:
FC(F)(F)c1cccc(NC(=S)NCc2ccc(Cl)cc2)c1
  Rin1-Abl PPI inh = 4	MLLE-PAM2 inh = 13	NadD inh = -8	SKN-1 inh = -1	Neddyl block = i	MT1-MMP act inh = 0	Rpn11 inh = i	CSN deneddyl inh = 2	FAS TE block = 34
Nn1cnnc1SCC(=O)N1CCc2ccccc2C1
  Rin1-Abl PPI inh = 0	MLLE-PAM2 inh = -14	NadD inh = -1	SKN-1 inh = -11	Neddyl block = i	MT1-MMP act inh = -3	Rpn11 inh = i	CSN deneddyl inh = 1	FAS TE block = -8

Continued.
Values run as follows: Rin1-Abl PPI inh | MLLE-PAM2 inh | NadD inh | SKN-1 inh | Neddyl block | MT1-MMP act inh | Rpn11 inh | CSN deneddyl inh | FAS TE block
CC(C)n1cnnc1SCC(=O)Nc1cccnc1Cl
    2 | -9 | -7 | -8 | i | -3 | i | -4 | 2
COc1ccc(N2CCN(C(=O)CCC(=O)N3CCOc4ccc(Cl)cc43)CC2)cc1
    4 | -12 | -6 | -14 | i | -5 | i | 0 | 8
O=C(Cn1ccc2ccccc2c1=O)NCCC(=O)N1CCN(C(=O)c2ccco2)CC1
    0 | 1 | 4 | 7 | i | 8 | i | -1 | -4
O=C(c1sccc1-c1ccccc1)N1CCN(S(=O)(=O)c2ccccc2)CC1
    -1 | -8 | 2 | -25 | i | -6 | i | 5 | 17
C[C@@H]1CN([C@H](C)CO)C(=O)CCCn2nncc2CO[C@@H]1CN(C)S(=O)(=O)c1cccc(F)c1
    2 | 12 | -6 | 17 | i | -1 | i | 1 | -4
C/C=C/c1c(F)c(F)c(Oc2ccc(C(=O)O)cc2)c(F)c1F
    -4 | -7 | 5 | 1 | i | 7 | i | 8 | -18
O=S(=O)(NCCSCc1ccc(Cl)c(Cl)c1)c1ccc2c(c1)OCCO2
    -3 | -14 | -3 | -22 | i | 13 | i | 0 | 21
CC(C)CN(C(=O)c1cc2ccccc2o1)c1c(N)n(CC(C)C)c(=O)[nH]c1=O
    -2 | -3 | 1 | 7 | i | 4 | i | 0 | -7
CCOc1ccc2c(c1)N(C(=O)CN1C(=O)CCC1=O)C(C)(C)C=C2C
    1 | 3 | 0 | -3 | i | -1 | i | 5 | -2

As a working copy, ten of the compounds above.
Values run as follows: Rin1-Abl PPI inh | MLLE-PAM2 inh | NadD inh | SKN-1 inh | Neddyl block | MT1-MMP act inh | Rpn11 inh | CSN deneddyl inh | FAS TE block
COc1cc(C(=O)Nc2ccccc2N2CCOCC2)ccc1OCc1c(C)noc1C
    4 | 12 | 2 | 1 | i | 8 | i | -1 | 2
Oc1cccc(C2c3[nH]c4ccccc4c3CCN2Cc2ccc3c(c2)CCO3)c1 (configuration not stated)
    6 | -9 | 14 | 5 | i | -4 | i | 3 | 14
COc1cccc(C(O)c2ncc(-c3cccc(F)c3)[nH]2)c1 (configuration not stated)
    -3 | -11 | -7 | 9 | i | 7 | i | -4 | -2
Nn1cnnc1SCC(=O)N1CCc2ccccc2C1
    0 | -14 | -1 | -11 | i | -3 | i | 1 | -8
CC(C)n1cnnc1SCC(=O)Nc1cccnc1Cl
    2 | -9 | -7 | -8 | i | -3 | i | -4 | 2
COc1ccc(N2CCN(C(=O)CCC(=O)N3CCOc4ccc(Cl)cc43)CC2)cc1
    4 | -12 | -6 | -14 | i | -5 | i | 0 | 8
O=C(Cn1ccc2ccccc2c1=O)NCCC(=O)N1CCN(C(=O)c2ccco2)CC1
    0 | 1 | 4 | 7 | i | 8 | i | -1 | -4
O=C(c1sccc1-c1ccccc1)N1CCN(S(=O)(=O)c2ccccc2)CC1
    -1 | -8 | 2 | -25 | i | -6 | i | 5 | 17
C[C@@H]1CN([C@H](C)CO)C(=O)CCCn2nncc2CO[C@@H]1CN(C)S(=O)(=O)c1cccc(F)c1
    2 | 12 | -6 | 17 | i | -1 | i | 1 | -4
C/C=C/c1c(F)c(F)c(Oc2ccc(C(=O)O)cc2)c(F)c1F
    -4 | -7 | 5 | 1 | i | 7 | i | 8 | -18
